Compound activity from PubChem.
IkB signaling: suppresses IkB signaling in ABC-DLBCL reporter cells. Potency, µM (highest dose often 57.1 µM), without a hit: at the top dose IkBa stabilization activation. ABC-DLBCL IkBa-CBG/CBR dual luciferase ratio, 4 h; response scale: scaled: untreated 0%, proteasome inhibitor 100%. hit rate 0.04% among 110,000; active means well fitted curve in the direction sought with a large enough effect in the signal ratio, not every such curve was filed as active; inconclusive means small, poorly fitted or top-dose-only effect, or a change in a side signal; the % refers to the signal ratio;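 further: the direction sought is a rising ratio; 0% = basal untreated cells and 100% = reference inhibitor full response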
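Curves were fitted separately to fusion (green), unfused (red) and ratio luminescence, then classed by r2, magnitude and activity. Cells: OCI-Ly3, 4 h compound plus doxycycline at 37C; 10 uM MG-132 defined full response.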
p53ts 39C kill: cytotoxicity in p53ts cells at nonpermissive temperature | H1299-p53A138V viability at 39C, ATP luminescence, 24 h | Potency, µM (highest dose often 46.1 µM), for inactives: top-dose activity change, negative = cell killing, hits mostly cytotoxic | hit rate 1.5% among 130,000; further: nearly all actives have a fitted effect of over 55% in size
p53ts 32C tox: cytotoxicity in p53ts cells at permissive temperature | AID 924 | H1299-p53A138V at 32C, ATP luminescence viability, 24 h | Potency, µM (titrated, usually from 46.1 µM), without a hit: at the highest dose activity change, negative = cytotoxicity, usual class: cytotoxic | hit rate 0.93% among 130,000;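 further: 0% = DMSO and -100% = full killing by reference compound; nearly all actives have a fitted effect of over 55% in size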
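ATP-content luminescence (ATPlite) read-out after 24 h compound exposure at 32C in H1299-p53A138V cells (600/well). Tested up to 46 uM. Normalized to DMSO (0%) and 100 uM tamoxifen (100% killing); Hill-fit AC50.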
Imprint erasure: genomic imprint erasure induction; mouse ES Peg3-LacZ reporter, beta-gal luminescence, 40 h; hit rate 0.02% among 110,000; Potency, µM (titrated, usually from 60.7 µM), inactives show at the top dose activity change, positive = activation, usual class: activators; AID 1948;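 further: 0% = negative control wells on the plate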
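Each well holds 300 Peg3LacZ-Neo (maternal) female ES cells incubated 40 h at 37C, 5% CO2. LacZ is measured by BetaGlo luminescence, with AC50 and maximum efficacy derived from dose-response curves.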
The depositor's hits bear a star; ? = inconclusive; . = no result given; [ ] = dose if it differs, or a comment. Unless noted, the call rests on the fitted dose curve; in most records, active means well fitted curve in the direction sought with a large enough effect; inconclusive means small, poorly fitted or top-dose-only effect, or another doubt; inactive means no such curve, though single readings can be large; an effect the other way counts as inactive or inconclusive. Unless noted, on the % scale 0 is the no-effect control and ±100 the full control effect; potency means the concentration at half of the fitted maximal effect.

SMILES | IkB signaling | p53ts 39C kill | p53ts 32C tox | Imprint erasure
COc1ccccc1-n1cnc2cc(NC(C)=O)ccc21 | 33% | 0% | 3% | -3%
O=C(CNC(=O)/C=C/c1ccccc1)N=Nc1c(O)n(Cc2ccccc2)c2ccccc12 | . | -8% | 11% | .
Cc1ccc(Cl)c(OCC(=O)Nc2ccc3c(c2)OCCO3)c1 | 0.5% | -14% | -26% | -21%
CCOc1ccc(Cn2nnc3c(=O)[nH]c(C4CCN(C(=O)c5ccccc5)CC4)nc32)cc1 | 0.3% | -12% | -2% | -9%[10.9 µM]
Cc1ccc(-n2ncc3c(NCCCc4ccccc4)ncnc32)cc1C | ? | ? | -8% | -18%[10.9 µM]
Cc1ccc2cc3c(NC(=O)c4ccco4)nn(CC(C)C)c3nc2c1 | 0.3% | 7% | 12% | -11%
CCCCN(C)C(=O)CCCc1c[nH]c2ccccc12 | . | 3% | -3% | .
Cc1nc2scc(-c3cccs3)c2c(=O)o1 | 3.3% | -3% | 3% | -27%
O=C(CC(C(=O)O)C1CCCO1)NCCc1ccc2c(c1)OCO2 (configuration not stated) | 1.5% | -6% | 1% | -4%
COC(=O)c1ccccc1NC(=O)Cn1c(=O)n(CCCC(=O)NCCc2ccc(OC)c(OC)c2)c(=O)c2ccccc21 | -0.2% | -1% | 4% | -5%[10.9 µM]
CCOc1ccc(C(=O)NCC(=O)OC(C)C(=O)NCc2ccco2)cc1OCC (configuration not stated) | -1.8% | -6% | 1% | -6%
COc1ccc(CNC(=O)NC2CCCCC2)cc1 | -1.4% | -8% | -22% | -17%
Cc1cc(NC(=O)CCC(=O)N(CCc2ccccc2)C(C(=O)NC2CCCC2)c2ccco2)no1 (configuration not stated) | 0.7% | 2% | 16% | 2%
Cc1ccccc1NC(=O)C1c2ccccc2Oc2ccccc21 | . | 1% | 9% | .
Cc1nc2c(C(=O)NCc3ccccc3)cnn2c(C)c1Cc1ccc(F)cc1 | 2.4% | ? | -3% | -20%[10.9 µM]
Cc1cc(C)c(C#N)c(N2CCCC2)n1 | -2.6% | 2% | 0% | 2%
Cc1c(CCC(=O)NCc2ccc(F)cc2)c(=O)oc2cc(O)ccc12 | ? | 41%[activator] | -5% | 1%[10.9 µM]
COc1ccc(-n2c(=O)c(-c3cccc(F)c3)nc3cncnc32)cc1 | -1.3%[11.4 µM] | 2% | 8% | -3%
CCN(CC)CCCNC(=O)c1oc2c(c1C)-c1nn(Cc3ccc(Cl)cc3)cc1CC2 | ? | ? | -2% | -16%[10.9 µM]
COc1ccccc1N1CCN(C(=O)CSc2nc(-c3ccco3)cc(C(F)(F)F)n2)CC1 | ? | 4% | -5% | -17%
COc1cc(C2=NOC(C(=O)N3CCCc4ccccc43)C2)cc(OC)c1OC (configuration not stated) | ? | 21% | 2% | -6%
CCCCN(C)C(=O)c1c[nH]c2ccc(S(=O)(=O)N3CCOCC3)cc2c1=O | -0.5% | 12% | 4% | -1%
CC(C)(O)/C=C1/Oc2ccccc2C1N1CCCCC1 (configuration not stated) | 6.2% | -7% | -7% | -24%
O=C(O)/C(=C1\OC(=O)c2ccccc21)c1ccccc1 | . | -12% | 11% | .
CN(C)S(=O)(=O)N(CC(=O)NCCSCc1ccccc1)c1ccccc1 | ? | -5% | -12% | -6%[10.9 µM]
Next results follow.
SMILES | IkB signaling | p53ts 39C kill | p53ts 32C tox | Imprint erasure
C/C=C/CSc1nc2c(c(=O)[nH]c(=O)n2C)n1CCC | -1.2% | -11% | 9% | 6%
COC(=O)c1cc(Cl)ccc1NC(=O)CSc1ncc(S(=O)(=O)c2ccc(Br)cc2)c(=O)[nH]1 | ? | 19% | 18% | 5%[10.9 µM]
COc1ccc(C2=NOC(C(=O)N3CCN(c4ccccc4OC)CC3)C2)cc1 (configuration not stated) | -2.1% | -4% | -5% | 1%
Cc1ccc(S(=O)(=O)N2CCC(C(=O)OCC(=O)N3CC(=O)Nc4ccccc43)CC2)cc1 | 0.4% | -3% | 3% | -13%
CCCc1ccc(OCc2ccc(C(=O)Nc3ccccc3C(=O)OC)o2)cc1 | ? | 0% | 1% | -9%[10.9 µM]
Cc1nc2nc(C)c(CCC(=O)N3CCN(c4ccccn4)CC3)c(C)n2n1 | -0.7% | 4% | 10% | -10%
CCC(CC)C(=O)N1c2ccc(F)cc2CCC1C (configuration not stated) | 0.6% | -4% | -8% | -6%
COc1cc(OC)cc(C(=O)Nn2cc(C(=O)N3CCN(C)CC3)c3ccccc3c2=O)c1 | -0.3% | 0% | -14% | 2%
COc1cccc(CNC(=O)CSC2=Nc3ccccc3C3=NC(C)C(=O)N23)c1OC (configuration not stated) | 1.2% | 20% | 8% | -4%[10.9 µM]
Cc1c(Cl)cccc1N(CC(=O)O)S(C)(=O)=O | 1.1% | 1% | 3% | -8%
Cc1cc(C(=O)NCc2cccs2)n(-c2ccccc2)n1 | -1.1% | 13% | 14% | -6%
CC(C)(C)c1nnc2sc(SCC(=O)c3cccs3)nn2c1=O | ? | -16% | -1% | -21%
COCCNC(=O)CSc1nc2cc3c(cc2c(=O)n1CCCCCC(=O)NCCc1ccc(OC)c(OC)c1)OCO3 | -0.8% | -13% | 0% | -15%[10.9 µM]
Cc1ccc(S(=O)(=O)C2C(=O)N(C)C3(C)CC2c2ccccc2O3)cc1 (configuration not stated) | . | -18% | ? | .
O=C(Cn1c(=O)n(CCc2ccccc2)c(=O)c2cccnc21)Nc1ccc(F)cc1 | ? | -3% | -7% | -8%[10.9 µM]
CCCCSc1nnc2n(-c3cccc(C)c3)c(=O)c3c4c(sc3n12)CCCC4 | ? | -1% | 12% | -18%[10.9 µM]
CCOC(=O)CCC(=O)Nc1nnc2n1CCS2 | -0.2% | -20% | -4% | 5%[10.9 µM]
O=C(O)CC[C@@]1(c2ccccc2)NC(=O)NC1=O | 0.6%[11.4 µM] | 0%[9.22 µM] | 0%[9.22 µM] | -7%[10.9 µM]
Cc1ccc(NC(=O)CN(C)S(=O)(=O)c2ccc3c(c2)n(C)c(=O)c(=O)n3C)c(C)c1 | ? | -12% | -5% | -5%[10.9 µM]
O=C1CC(c2ccc(S(=O)(=O)NCc3ccncc3)cc2)CN1 (configuration not stated) | 0.4% | -1% | -1% | -22%
COc1ccccc1CNC(=O)C1CCN(S(=O)(=O)c2c(C)noc2/C=C/c2cccs2)CC1 | 1.2% | 21% | 4% | 13%[10.9 µM]
O=C(NCC(c1cccnc1)N1CCN(c2ccccc2F)CC1)C1CCCCC1 (configuration not stated) | -0.3% | -10% | -20% | -18%
COc1ccc(-c2cc(C(=O)Nc3c(C)n(C)n(-c4ccccc4)c3=O)no2)cc1OC | -2.3% | -6% | 7% | -4%[10.9 µM]
O=C(NCCS(=O)CCNC(=O)C(F)(F)F)C(F)(F)F | -2.0% | -7% | -6% | 1%
CCCC(=O)Nc1nnc(CC(=O)N2CCCC2)s1 | -1.0% | -3% | 6% | 5%
Continued:
SMILES | IkB signaling | p53ts 39C kill | p53ts 32C tox | Imprint erasure
Cc1cccc2c(=O)cc(C)n(CC(=O)N3CCCCC3)c12 | 2.1% | 1% | 10% | -11%
Cc1ccc(S(=O)(=O)NC2=NCN(CCc3ccccc3)CN2)cc1 | 0.7% | 9% | 7% | -6%
O=C(O)c1ccccc1-c1ccccc1C(=O)Nc1ccc2c(c1)Cc1cc(F)ccc1-2 | 0.2%[11.4 µM] | 11%[9.22 µM] | 5%[9.22 µM] | -10%[10.9 µM]
CCCCN(c1ccccc1)c1ncnc2c1cnn2C | -0.8%[11.4 µM] | -13%[9.22 µM] | -11%[9.22 µM] | -18%[10.9 µM]
CCOC(=O)c1ccc(CN(Cc2ccccc2)S(=O)(=O)c2ccc(C)cc2)cc1 | -0.7% | -1% | -1% | -24%[10.9 µM]
COc1cccc(CNCCSc2nnnn2C)c1OCc1ccc(F)cc1 | -1.9% | -19% | -6% | -9%[10.9 µM]
Cc1ccc(CSCC(=O)N2CCN(Cc3ccc4c(c3)OCO4)CC2)cc1 | . | -18% | 1% | .
CC(=O)NC1=NN(C(C)=O)C(c2cccs2)S1 (configuration not stated) | . | 6% | -5% | .
O=C(Cn1c(=O)nc(-c2ccccc2)c2cc(Cl)ccc21)NCCc1ccc(Cl)cc1 | ? | -12% | 11% | 10%[10.9 µM]
Cc1oc(-c2ccc(Cl)cc2)nc1Cn1c(=O)cc(-c2ccccc2)c2c(C)nn(C)c21 | -1.3% | 1% | 9% | -10%[10.9 µM]
Cn1nnc2cc(C(=O)NCCC3=CCCCC3)ccc21 | 0.1% | -20% | -21% | -22%
COc1ccc(NC(=O)CSc2ncc(-c3ccc(Cl)cc3)[nH]2)cc1OC | ? | -13% | 6% | 12%[10.9 µM]
CCC1=C2CC[C@H]3C(=O)N(CC)C(=O)[C@H]3[C@H]2[C@@]2(C)C(=O)N(CC(=O)OC)C(=O)N2C1=O | . | 1% | 2% | -7%
CCc1cccc2c(C#N)cn(CC(=O)NCCOC)c12 | 4.1% | -2% | -4% | -5%
CC(C)CC(=O)N(c1ccc(F)cc1)C1C=CS(=O)(=O)C1 (configuration not stated) | -0.6% | -2% | 3% | 0%
Nc1[nH]nc2nc3ccccc3nc12 | ? | ? | 4% | -66%[inhibitor]
CC(C)CC(=O)Nc1nnn(C)n1 | -0.7% | 9% | -2% | -2%
COc1ccccc1N/C(N)=N/c1nc(CSc2ccc(C)cc2)cc(=O)[nH]1 | -0.3% | 10% | 13% | -24%
O=C(O)CCc1c2ccc(=O)c(O)c-2oc2c(O)c(O)ccc12 | 1.5%[11.4 µM] | -3%[9.22 µM] | -9%[9.22 µM] | -13%[10.9 µM]
CCCNC(=O)c1c[nH]c2ccc(S(=O)(=O)N(C)c3ccc(OCC)cc3)cc2c1=O | -0.7% | -9% | 37%[activator] | -15%
CCCN(CCC)CCCNC(=O)CC1Nc2ccccc2NC1=O (configuration not stated) | -0.7% | -10% | 24% | -4%
COc1ccccc1NC(=O)C1=C(C)Nc2nc3ccccc3n2C1c1ccccc1Cl (configuration not stated) | 39% | 1% | 14% | -8%[10.9 µM]
C=CCc1cccc2cc(C(=O)NC)c(=O)oc12 | -1.9% | 8% | 0% | -7%
CCC1CCCCN1C(=O)C1CC(c2cc(Cl)c(OC)cc2OC)=NO1 (configuration not stated) | -2.3% | -1% | 4% | -22%
CCOCCCNC(=O)c1ccc(-n2c(-c3ccccc3)cc3c2CCC(C)C3)cc1 (configuration not stated) | 0.9% | ? | -22% | -12%[10.9 µM]
More entries follow.
SMILES | IkB signaling | p53ts 39C kill | p53ts 32C tox | Imprint erasure
O=S(=O)(c1ccccc1C(F)(F)F)N1CCOCC1 | 1.1% | 5% | -1% | 6%
Cc1ccc(O)c(NC(=O)COc2cc(C)ccc2C)c1 | -1.4% | 7% | 9% | -6%
CCOC(=O)c1cc2sc(C)cc2n1CC(=O)N1CCOCC1 | -0.1% | 3% | 5% | 4%
CCOc1ccc(/C=C/c2nc(C#N)c(NCCCN(C)C)o2)cc1 | ? | ? | -7% | -10%[10.9 µM]
CCc1ccc(NC(=O)c2cnc3scc(C)n3c2=O)cc1 | -2.6% | -23% | -26% | -18%
CCCCN(C)CCCNC(=O)Cn1c(=O)sc2ccccc21 | -0.3% | 3% | 2% | -35%[inhibitor]
O=C(c1cccn2c(=O)c3ccc(Cl)cc3nc12)N1CCN(Cc2ccc3c(c2)OCO3)CC1 | -0.9% | 0% | 7% | -9%
Cc1csc2ncc(C(=O)NC(C)c3ccccc3)c(=O)n12 (configuration not stated) | -1.3% | 7% | 8% | -16%

Part of the list above in order of heavy-atom count, high to low.
SMILES | IkB signaling | p53ts 39C kill | p53ts 32C tox | Imprint erasure
O=C(c1cccn2c(=O)c3ccc(Cl)cc3nc12)N1CCN(Cc2ccc3c(c2)OCO3)CC1 | -0.9% | 0% | 7% | -9%
CCC1CCCCN1C(=O)C1CC(c2cc(Cl)c(OC)cc2OC)=NO1 (configuration not stated) | -2.3% | -1% | 4% | -22%
CCOc1ccc(/C=C/c2nc(C#N)c(NCCCN(C)C)o2)cc1 | ? | ? | -7% | -10%[10.9 µM]
CCCCN(C)CCCNC(=O)Cn1c(=O)sc2ccccc21 | -0.3% | 3% | 2% | -35%[inhibitor]
CCc1ccc(NC(=O)c2cnc3scc(C)n3c2=O)cc1 | -2.6% | -23% | -26% | -18%
Cc1ccc(O)c(NC(=O)COc2cc(C)ccc2C)c1 | -1.4% | 7% | 9% | -6%
O=S(=O)(c1ccccc1C(F)(F)F)N1CCOCC1 | 1.1% | 5% | -1% | 6%
